# core dimer inh – HCV core protein dimerization inhibition; 0.33% of 300,000 active; inhibition, % at 5 µM; AID 1899; TR-FRET GST/Flag-core106 dimerization, 1536-well;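 active means inhibition above the mean of all tested compounds plus 3 SD, set per screening campaign, cut at about 45% in these data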
#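 assay system = GST-tagged and Flag-tagged HCV core protein residues 1-106 | controls = unlabelled core106 and no-GST-core106 wells | incubation = compound-protein-antibody incubation 4 h at 22.5 °C | probe or stimulus = Eu donor and XL665 acceptor anti-tag antibodies | read-out = % inhibition based on acceptor/donor emission ratio | signal = TR-FRET 671 and 617 nm emission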
# PP5 primary – PP5 (human) phosphatase inhibition. 0.18% of 320,000 active. P53041. purified PP5c, OMFP substrate fluorescence. AID 1987. inhibition, % at 6.7 µM;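 active means inhibition above the campaign's mean inhibition across all tested compounds plus 3 SD, cut at about 9.5% in these data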;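 further: 0% = DMSO only and 100% = 100 µM cantharidin control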
# Target sequence (P53041 whole entry, looked up): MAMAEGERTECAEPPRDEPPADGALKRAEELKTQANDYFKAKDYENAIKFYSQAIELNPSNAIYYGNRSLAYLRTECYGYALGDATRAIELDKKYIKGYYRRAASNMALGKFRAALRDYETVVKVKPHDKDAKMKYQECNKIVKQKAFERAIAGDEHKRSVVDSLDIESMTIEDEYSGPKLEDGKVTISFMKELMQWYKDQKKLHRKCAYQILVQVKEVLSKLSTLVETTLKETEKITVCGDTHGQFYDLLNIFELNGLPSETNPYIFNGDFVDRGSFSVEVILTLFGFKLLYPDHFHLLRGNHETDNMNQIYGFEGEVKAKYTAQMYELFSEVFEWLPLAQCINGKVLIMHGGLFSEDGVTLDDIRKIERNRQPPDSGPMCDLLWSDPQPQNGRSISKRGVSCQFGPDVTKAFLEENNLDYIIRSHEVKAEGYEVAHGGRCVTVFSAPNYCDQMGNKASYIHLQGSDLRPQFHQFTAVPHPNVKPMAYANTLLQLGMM
# ZTA DNA inh – blocks Epstein-Barr virus ZTA, an EBNA-1 counter-screen | P03206 | ZTA-DNA binding, fluorescence polarization | inhibition, % at 11 µM | 0.15% of 320,000 active | AID 2234; in the data active means inhibition above about 33%
# TPT1 inh – blocks Candida albicans tRNA 2'-phosphotransferase | recombinant caTPT1, FP RNA substrate dephosphorylation | inhibition, % at 5 µM | 0.81% of 300,000 active | AID 1962;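 active means inhibition above the mean of all tested compounds plus 3 SD, set per screening campaign, cut at about 24% in these data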;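 further: plate controls were DMSO alone for no effect and ferristatin control at 100 nM for full effect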
# EBNA-1 inh – blocks EBNA-1 binding to DNA. EBNA-1 DNA binding, fluorescence polarization. inhibition, % at 14.8 µM. 0.34% of 300,000 active; in the data active means inhibition above about 28%
# CR mimetic SO – lowers age-related superoxide in aged yeast cells; 0.18% of 330,000 active; AID 2690; S. cerevisiae aged cells, superoxide DHE fluorescence; hits give low values; superoxide response (% of plate mean), % at 10 µM;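 active means superoxide response under a set limit, about three screen SD below normal, cut at about 65% in these data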;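 further: yeast aged for seven days with compound at 30 °C before DHE staining; 100% = average MFI of all compound-treated wells on the plate with controls excluded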
# JMJD2C inh – inhibitors of human GASC-1 (JMJD2C) demethylase. 0.069% of 330,000 active. GST-JMJD2C(1-420) H3K9me3 demethylation, DELFIA europium. inhibition, % at 2.35 µM. Q9H3R0;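 active means more than half of a compound's replicate wells show inhibition beyond 50%, single wells judged on their own value; inconclusive means some, but no more than half, of replicates pass 50% inhibition; inactive means no replicate passes 50% inhibition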;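 further: signal counts dimethyl H3K9 product captured on neutravidin plate; 0% = median of DMSO wells and 100% = 0.3 times that DMSO median; strong numbers were not always called active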
# PP1 counter – blocks human PP1-alpha phosphatase, a PP5 counter-screen | purified PP1alpha, OMFP fluorescence | inhibition, % at 6.7 µM | 0.9% of 320,000 active | AID 2235;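 active means inhibition above the mean inhibition of all tested compounds plus 3 SD, computed separately for each screening campaign, cut at about 15% in these data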
# CTSL1 counter – blocks F. hepatica cathepsin L1 in PFM18AAP counter-screen; inhibition, % at 5.96 µM; AID 1906; recombinant F. hepatica cathepsin L1, Z-Leu-Arg-MCA fluorescence; 0.49% of 300,000 active;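 active means inhibition above the mean of all tested compounds plus 3 SD, set per screening campaign, cut at about 17% in these data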;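 further: 0% = plate median of test compound wells and 100% = 1 µM Z-Phe-Ala-diazomethylketone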
# Numbers without * were called inactive; u = inconclusive; x = no result given; & = joins results of further samples.
item	SMILES	CTSL1 counter	EBNA-1 inh	PP5 primary	CR mimetic SO	TPT1 inh
1	CC(OC(=O)CCSc1ccccc1)C(=O)Nc1ccc(S(N)(=O)=O)cc1 (configuration not stated)	-73	7	2.1	104	1
2	CC1=C(C(=O)OCC(C)C)C23C(=O)c4ccccc4C2(O1)OC(N)=C3C#N (configuration not stated)	16	0	1.4	107	1
3	CCCC(=O)Oc1ccc(-c2nccc(C(OC)OC)n2)cc1	-7	-5	-2.5	110	0
4	COc1ccc(Cl)cc1N(C(C)C(=O)O)S(C)(=O)=O (configuration not stated)	-2	10	0.6	97	2
5	NC(=S)N/N=C/c1ccc([N+](=O)[O-])cc1	8	4	2.2	74	-1
6	COc1ccc(CN(Cc2cccn2C)S(=O)(=O)c2ccc(F)cc2)cc1	-6	5	0.6	94	-3
7	O=C(Nc1ccc(F)cc1)N1CCc2ccccc2C1	2	-1	-5.4	98	-4
8	CN(C)CCNC(=O)c1sc2nc(-c3ccccc3)cc(C(F)(F)F)c2c1N	-2	8	-1.1	98	6
9	CN(C)C(=O)c1cc(C(=O)c2ccccc2Cl)c[nH]1	-5	-9	1.9	112	-2
10	O=C(c1cc(O)c(O)c([N+](=O)[O-])c1)c1ccccc1F	8	5	1.4	107	-8
11	COc1ccc(CNC(=O)C2CCNCC2)cc1	-4	-7	-0.8	91	3
12	Cc1c(C(=O)N(C)C)sc2nc(-c3ccccn3)[nH]c(=O)c12	0	0	-3.7	114	-3
13	COc1cc(C(=O)NCCSc2ccc(Cl)cc2)cc(OC)c1OC	10	-18	2.2	85	0
14	NC(=O)c1cccc(CS(=O)(=O)c2ccc(Cl)cc2)c1	-4	-14	0.5	108	-1
15	CCCN(CCC)CCCNC(=S)Nc1ccc2nc(N3CCCC3)cc(C)c2c1	-1	4	1.3	124	1

item	ZTA DNA inh	PP1 counter	JMJD2C inh	core dimer inh
1	21	-7	16	2
2	11	6	2	5
3	2	-6	0	-8
4	10	-1	2	9
5	-6	-1	2	-3
6	-4	0	-3	2
7	2	0	u	-8
8	11	0	-2	-11
9	-14	-2	6	-4
10	9	2	x	8
11	4	-2	-3	-1
12	0	-3	9	3
13	5	-11	0	-9
14	-8	1	-2	-1
15	-11	-7	0	-6

# A second format for two compounds above.
entry | molecule | CTSL1 counter | EBNA-1 inh | PP5 primary | CR mimetic SO | TPT1 inh | ZTA DNA inh | PP1 counter | JMJD2C inh | core dimer inh
10 | O=C(c1cc(O)c(O)c([N+](=O)[O-])c1)c1ccccc1F | 8 | 5 | 1.4 | 107 | -8 | 9 | 2 | x | 8
11 | COc1ccc(CNC(=O)C2CCNCC2)cc1 | -4 | -7 | -0.8 | 91 | 3 | 4 | -2 | -3 | -1

# (continued)
item	SMILES	CTSL1 counter	EBNA-1 inh	PP5 primary	CR mimetic SO	TPT1 inh
16	CCc1ccccc1NCc1cc(=O)oc2cc(C)ccc12	5	-3	2.1	126	5
17	O=C(CN1CCC(n2nnc3cc(C(F)(F)F)ccc32)CC1)Nc1ccc2c(c1)OCCO2	2	-2	1.5	92	3
18	O=C(CSc1ccccn1)N1CCN(S(=O)(=O)c2ccc(Cl)cc2)CC1	-2	8	-1.9	84	-2
19	CCOC(=O)C1=C2SCC(=O)N2C(N)=C(C#N)C1	0	-9	-2.2	99	-4
20	CC1CCN(C(=O)CCNC(=O)c2ccccc2)CC1	1	7	-0.7	95	0
21	Cc1c(CN2CC[C@@H](N3CCN(c4ccccn4)CC3)[C@H](O)C2)[nH]c2ccc(F)cc12	0	3	-0.7	119	5
22	COC(=O)c1ccc(NS(=O)(=O)c2ccc3c(c2)oc(=O)n3C)cc1	6	0	-0.6	103	-1
23	O=C(NC(=S)NCc1ccco1)c1cccc(Cl)c1	0	11	5.5	86	-1
24	O=C(c1ccc2nc(N3CCOCC3)sc2c1)N1CCC(Cc2ccccc2)CC1	-4	11	1.9	92	-1
25	CCc1nc(Sc2nc(C)cc(C)n2)c2oc3ccccc3c2n1	5	7	1.4	97	2
26	Cc1ccc(Cn2nnc3c(=O)[nH]c(C4CCCN(C(=O)Nc5ccc(F)cc5F)C4)nc32)cc1 (configuration not stated)	3	2	3.1	97	-1
27	CCOC(=O)c1c(C)[nH]c(N=Nc2ccc(C)cc2C)c1C	1	-10	3.8	113	0
28	Cc1ccc(S(=O)(=O)N2CCC(C(=O)N[C@H](C(=O)NCc3ccco3)C(C)C)CC2)cc1	1	7	-0.2	103	2

item	ZTA DNA inh	PP1 counter	JMJD2C inh	core dimer inh
16	2	-1	-9	-1
17	7	4	21&-3	3
18	11	-5	1	2
19	-23	2	16	-12
20	6	1	6	-10
21	8	2	-3	3
22	6	0	2	-8
23	1	4	-8	0
24	-9	2	-2	22
25	-2	0	5	-1
26	-3	-1	-8	5
27	-10	1	-2	-8
28	2	-5	-4	5

# Gathered by group, the entries above with fluorine.
item	SMILES	CTSL1 counter	EBNA-1 inh	PP5 primary	CR mimetic SO	TPT1 inh
6	COc1ccc(CN(Cc2cccn2C)S(=O)(=O)c2ccc(F)cc2)cc1	-6	5	0.6	94	-3
7	O=C(Nc1ccc(F)cc1)N1CCc2ccccc2C1	2	-1	-5.4	98	-4
8	CN(C)CCNC(=O)c1sc2nc(-c3ccccc3)cc(C(F)(F)F)c2c1N	-2	8	-1.1	98	6
10	O=C(c1cc(O)c(O)c([N+](=O)[O-])c1)c1ccccc1F	8	5	1.4	107	-8
17	O=C(CN1CCC(n2nnc3cc(C(F)(F)F)ccc32)CC1)Nc1ccc2c(c1)OCCO2	2	-2	1.5	92	3
21	Cc1c(CN2CC[C@@H](N3CCN(c4ccccn4)CC3)[C@H](O)C2)[nH]c2ccc(F)cc12	0	3	-0.7	119	5
26	Cc1ccc(Cn2nnc3c(=O)[nH]c(C4CCCN(C(=O)Nc5ccc(F)cc5F)C4)nc32)cc1 (configuration not stated)	3	2	3.1	97	-1

item	ZTA DNA inh	PP1 counter	JMJD2C inh	core dimer inh
6	-4	0	-3	2
7	2	0	u	-8
8	11	0	-2	-11
10	9	2	x	8
17	7	4	21&-3	3
21	8	2	-3	3
26	-3	-1	-8	5

# Bioassay records deposited in PubChem by several laboratories.
